S3 lipid droplet = qHTS Assay for Lipid Storage Modulators in Drosophila S3 Cells. 0.64% of 320,000 active. lipid storage change, negative = inhibition, % at the top dose, mostly 46.1 µM; hits show Potency in µM. Drosophila S3 cells, BODIPY lipid droplet fluorescence, 18-24 h; cells fed with added oleic acid; active means well fitted inhibition curve with a large enough effect in the signal ratio, with a control signal flat, not every such curve was filed as active; inconclusive means small, poorly fitted or top-dose-only effect, or effect the other way, or a change in a side signal; the % refers to the signal ratio
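Drosophila S3 cells got compounds at several concentrations plus oleic acid (400 uM solution). Laser-scanning cytometry with 488 nm excitation read lipid droplets at 500-530 nm and cells at 575-640 nm. Percent activity was relative to 20 uM Triacsin C.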
S3 lipid droplet cell count max = further read-out of S3 lipid droplet, marked with its call; cell number change, %; measured here: cell count max response;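 cells counted by Cell Tracker Red CMTPX staining in the red channel; peak over a dose series mostly up to 46.1 µM; percent activity relative to internal control wells on each plate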
* = called active by the depositor; i = inactive; ? = inconclusive; / = not tested or not shown; & = joins results of further samples. On the % scale 0 is the no-effect control and ±100 the full control effect; potency means the concentration at half of the fitted maximal effect.

cpd	molecule	S3 lipid droplet	S3 lipid droplet cell count max
1	Cc1nc2ncccn2c1-c1csc(Nc2ccccc2)n1	-3.0%	0.4
2	COc1cccc(O)c1CN1CCC(C(=O)Nc2ccc(-c3cccc(C)c3)cc2)CC1	?	/
3	O=C(CSCC(=O)N1CCCc2ccccc21)Nc1nc(-c2ccccc2)cs1	?	/
4	CCC(C)(C)n1nnnc1C(c1ccc(O)cc1)N1CCc2ccccc2C1 (stereo not given)	-0.1%	4.6
5	CCOC(=O)c1ccc(S(=O)(=O)NNC(=O)COc2ccccc2C)cc1	1.1%	-3.1
6	Nc1c(/C=C2/C=CC(=O)C(O)=C2)c(=O)nc2sc(CC(=O)N3CCCC3)nn12	?	/
7	CCN1C(=NCCN2CCOCC2)N[C@@H](c2ccccc2)C(C(=O)OC)=C1C	11.4%&52.1%	14.2&16.5
8	CCOc1ccc(-n2c(SCC(=O)NCc3ccco3)nnc2-c2c[nH]c3ccccc23)cc1	i	/
9	CCN(CC)c1ccc(/C=N/N2CCN(Cc3ccc(Cl)cc3)CC2)c(O)c1	?	/
10	Cc1nc(-c2nnc(SCC(=O)Nc3ccc(Cl)cc3)n2C)cs1	-22.2%	-11.2
11	C[C@H](NC(=O)c1nc[nH]c1C(=O)NCCCCCN)C(=O)OC(C)(C)C	?	/
12	O/N=C/c1cn(-c2ccccc2)nc1-c1ccc2c(c1)OCCO2	?	/
13	CCOC(=O)c1c(C)[nH]c(C(=O)COC(=O)CN2C(=O)C3CCCCC3C2=O)c1C (stereo not given)	?	/
14	CCCCC(=O)NCCc1ccc(OC)cc1	?	/
15	Cc1nn(C)c(C)c1S(=O)(=O)N1CCC(C(=O)NCCC2=CCCCC2)CC1	3.8%	16.7
16	CCCN(Cc1nnc(-c2ccccc2Cl)o1)C(=O)COc1ccc(Cl)cc1	i	-1.5
17	CCOc1ccc(-c2csc(N)c2C(=O)OC)cc1	i	-0.2
18	COc1ccc(-c2nn(-c3ccccc3)cc2/C=N/n2cnnc2)cc1OC	?	/
19	COc1ccc(CNC(=O)C2CCN(S(=O)(=O)c3ccc4c(c3)CC(C)N4C(=O)C3CC3)CC2)cc1 (stereo not given)	?	/
20	CCOC(=O)CSC1=C(C#N)C(C)C2=C(CCCC2=O)N1 (stereo not given)	14.6%	-15.8
21	CC(C)(C)NS(=O)(=O)c1ccc(CCC(=O)N2CCOCC2)cc1	6.2%	-19.3
22	CCc1nnc(NC(=O)c2ccc3c(=O)n4c(nc3c2)CCCCC4)s1	7.7%	2.0
23	COc1ccc2c(c1OC)C(=O)N(c1cccc(/C=C/C(=O)O)c1)C2	5.3%	3.9
24	CC(C)(C)Nc1c([N+](=O)[O-])c(=O)sc2ccccc12	2.1%	9.5
25	CCOC(=O)CS(=O)(=O)c1ccc(C(F)(F)F)cn1	?	/
26	CCN1CCN(S(=O)(=O)c2ccc(Cl)c(C(=O)N(C)Cc3ccc(F)cc3)c2)CC1	?	/
27	Cc1noc(C)c1CSCC(=O)N(C)CC(=O)Nc1ccc(Cl)cc1	26.2%	/
28	CCc1ccc(NC(=O)CSc2ccccn2)cc1	-6.8%	-8.5
29	Cc1cc(C(=O)NNC(=S)NC(=O)/C=C/c2ccccc2Cl)n[nH]1	?	/
30	Cc1c(S(=O)(=O)N2CCc3ccccc3C2)c(=O)n(C)c(=O)n1C	?	/
31	COc1ccc(-c2oc3ccccc3c2C(=O)OCc2ccccc2OC)cc1	-17.8%	16.5
32	CCOc1ccc(NC(=O)Cn2nc(C(N)=O)c3ccccc3c2=O)cc1S(=O)(=O)N1CCCC1	?	/
33	CCn1c(SCC(=O)OCC(=O)N2c3ccccc3NC(=O)C2(C)C)nnc1-c1ccco1	?	/
34	CCSc1ccc2c(c1)N(CCCN1CCN(C)CC1)c1ccccc1S2	?	/
35	COc1cc(-c2nnc(NC(=O)c3ccc(S(=O)(=O)N4CCOCC4)cc3)o2)cc(OC)c1OC	?	/
36	O=c1c2ccccc2n(Cc2ccc(F)cc2)c(=O)n1C1CCCC1	?	/
37	O=c1cc(-c2ccc(Cl)cc2)oc(=O)[nH]1	11.4%	1.7
38	CCOc1ccc(Nc2ncnc3c2nnn3Cc2ccccc2)cc1	15.7%	22.3
39	OCCN=C1CCCc2c1[nH]c1ccc(Cl)cc21	-1.1%	-11.4
40	Cc1cc(O)c(-c2n[nH]c3c2C(c2cccc(O)c2)N(Cc2cccnc2)C3=O)cc1Cl (stereo not given)	i	14.9
41	O=C1CCCCC1S(=O)(=O)c1ccccc1 (stereo not given)	-10.1%	-6.6
42	O=[N+]([O-])c1cnccc1Nc1ccc(F)cc1	2.8%	-0.4
43	CCOc1ccccc1-n1c(=S)sc2c(=O)n(-c3ccc(C)cc3)c(=S)[nH]c21	?	/
44	CC(=O)Nc1ccc(C(=O)Nc2ccc(S(=O)(=O)N3CCCC3)cc2)cc1	?	/
45	O=C(Nc1ncc2c(n1)-c1ccccc1CC2)c1ccc(Cl)cc1	i	-9.8
46	O=C(/C=C/c1ccccc1Cl)Nn1cnc2ccccc2c1=O	-4.6%	0.7
47	CCc1nnc(NC(=O)CSc2nnc(CNc3ccc(OC)cc3)n2CC)s1	?	/
48	CC(C(=O)N1CCN(c2ccc([N+](=O)[O-])cc2)CC1)N1C(=O)C2CC=CCC2C1=O (stereo not given)	?	/
49	CCOC(=O)C1C(=O)NC(N2CCN(Cc3ccccc3)CC2)=NC1c1ccccc1 (stereo not given)	?	/
50	CC1CCC2(CC1)NC(=O)N(CC(=O)N1CCc3ccccc3C1)C2=O (stereo not given)	i	/
51	O=C1Cc2ccccc2C(c2ccc(Br)cc2)N1 (stereo not given)	i	/
52	CCC(=O)Nc1ccc2c(c1)N(C(C)=O)c1ccccc1CC2	?	/
53	Cn1ncc2c(NCc3ccccc3)ncnc21	?	/
54	CCc1ccc(C2NC(=S)NC3=C2C(=O)CC(C)(C)C3)cc1 (stereo not given)	-8.6%	-1.4
55	CCCCC(=O)Nc1ccc2oc(-c3ccncc3)nc2c1	?	/
56	CC(C)CCNC(=O)C(=O)Nc1cc2c3c(c1)CC(=O)N3CCC2	i	/
57	Cc1cc(C(=O)NCC(=O)O)c(C)o1	-4.2%	4.7
58	Cc1cc(C)c(S(=O)(=O)N2CCCc3ccccc32)c(C)c1	-19.6%	-17.8
59	COc1ccc(C2=C(Nc3ccc(F)cc3)c3ccccc3C2=O)cc1	-7.7%	/
60	O=C(Nc1ccc(Br)cc1)C1CCN(C(=O)c2ccc(F)cc2)CC1	16.0%	/

Three compounds out of the list above, arranged by the number in S3 lipid droplet cell count max, largest number first.
cpd	molecule	S3 lipid droplet	S3 lipid droplet cell count max
57	Cc1cc(C(=O)NCC(=O)O)c(C)o1	-4.2%	4.7
46	O=C(/C=C/c1ccccc1Cl)Nn1cnc2ccccc2c1=O	-4.6%	0.7
54	CCc1ccc(C2NC(=S)NC3=C2C(=O)CC(C)(C)C3)cc1 (stereo not given)	-8.6%	-1.4

Further compounds follow:
cpd	molecule	S3 lipid droplet	S3 lipid droplet cell count max
61	CC(C)(C)n1cnnc1Sc1ncccc1[N+](=O)[O-]	?	/
62	CN(CCOc1ccccc1)C(=O)c1ccc(F)c(S(=O)(=O)N2CCOCC2)c1	?	/
63	CC(=O)c1sc2nc(CSc3nnnn3-c3ccccc3)[nH]c(=O)c2c1C	?	/
64	Cc1cc(N2CCN(C(=O)c3ccco3)CC2)c2ccccc2n1	8.1%	0.4
65	O=C(c1ccc(Br)o1)N1CCN(CCc2ccncc2)CC1	?	/
66	CC1=CCC(COC(=O)Nc2ccccc2)CC1 (stereo not given)	?	/
67	O=C(O)C(Cc1ccccc1)n1c(=S)[nH]c2ccccc2c1=O (stereo not given)	?	/
68	CCOc1ccc(C(=O)Nc2cccc([N+](=O)[O-])c2)cc1Br	-3.6%	-4.0
69	CCOc1ccc(CNn2nnnc2N)cc1	?	/
70	Oc1ccccc1/C=N/NC(=S)NC1CC2CC1C1C=CCC21 (stereo not given)	?	/
71	CCOc1ccc(N2C(=O)C3CCCN3C2=O)cc1 (stereo not given)	?	/
72	CC(C)OC(=O)/C(C#N)=C/c1c[nH]c2ccccc12	?	/
73	CCOC(=O)c1cncc(C#CCOC(=O)Nc2ccc(OC(F)(F)F)cc2)c1	?	/
74	CN(C)CCNc1oc(COc2ccc(-c3ccccc3)cc2)nc1C#N	?	/
75	O=C(CCNC(=O)c1ccccc1Cl)Nc1nc2ccc(F)cc2s1	?	/
76	Cc1c(Cl)cccc1NC(=S)N1CCCN(Cc2ccc(F)cc2)C1	1.7%	-12.2
77	NC(=O)C[C@H](N)c1cn([C@@H](CC(N)=O)C(=O)N2CCNCC2)nn1	-4.0%	-4.3
78	COc1ccc2o/c(=N/NC(=O)c3cccs3)c(C(N)=O)cc2c1	-9.5%	0.4
79	Cc1cccc(N2C(=O)SC(N(CC(=O)O)c3cccc(C)c3)C2=O)c1 (stereo not given)	?	/
80	CC(Sc1ccccc1)C(=O)NN=C1CCCCCC1 (stereo not given)	2.2%	1.2
81	Cc1ccc(CNC(=O)c2ccc3c(=O)n(CCCN4CCCC4=O)c(=S)[nH]c3c2)cc1	?	/
82	NC(=O)CN1CCN(c2ccccc2F)CC1	?	/
83	COc1ccc(OCc2ccc(C(=O)N3CCOCC3)cc2)cc1	-16.6%	/
84	CCCCCN(C(=O)CCC(=O)OCc1ccccc1Cl)c1c(N)n(CCCC)c(=O)[nH]c1=O	i	0.2
85	CNC(=O)COC(=O)/C=C/c1cccs1	-11.6%	9.1
86	Nc1nc2ccccc2n1CCOc1ccc(Br)cc1	?	/
87	CCCN(C1CCS(=O)(=O)C1)S(=O)(=O)c1ccc(F)cc1 (stereo not given)	?	/
88	CCCN1C(=O)/C(=C/c2c(N3CCNC(=O)C3CC(=O)OC)nc3c(C)cccn3c2=O)SC1=S (stereo not given)	?	/
89	O=C(O)CCc1ccc(-c2cccs2)n1CCC(=O)O	?	/
90	Cc1c(C)c2c(OCC(=O)N3CCC(O)CC3)cc3c(c2oc1=O)CCC(C)(C)O3	-18.1%	3.2
91	Nc1ccccc1Oc1ncc(C(F)(F)F)cc1Cl	-18.3%	-0.6
92	Cc1nc2ccccc2[nH]c1=O	i	/
93	CSc1ccc(C(=O)C2CCCN(C(=O)c3ccsc3)C2)cc1 (stereo not given)	?	/
94	Cc1nn(-c2ccc(F)cc2)c(Cl)c1C(=O)OC(C)C(=O)N(C)C1CCCCC1 (stereo not given)	11.2%	3.6
95	Cc1ccc(C2C(C(=O)c3sc(C)nc3C)=C(O)C(=O)N2CCCN(C)C)o1 (stereo not given)	?	/
96	CCOc1ccc2nc(C(C)O)[nH]c2c1 (stereo not given)	?	/
97	C/C=C(\C)CN1CCC(n2nccc2NC(=O)c2ccc3c(c2)OCO3)CC1	7.2%	21.1
98	O=C(NCc1ccc(Cl)cc1)N1CCN(Cc2ccccc2)CC1	?	/
99	CCCCC(O)(c1ccc(CC)cc1)C(CN1CCOCC1)c1ccccc1 (stereo not given)	?	/
100	NC(=O)Cn1nc([N+](=O)[O-])nc1Oc1ccc(Br)cc1	i	-1.1
101	CCOC(=O)C1=C(C)N(c2ccc(OCC)cc2)C(=O)/C1=C\c1ccco1	-9.8%	-2.5
102	O=C(Nc1ccc(S(=O)(=O)Nc2ncccn2)cc1)c1cccc(S(=O)(=O)N2CCOCC2)c1	-0.3%	1.9
103	S=C(NC1CCCCC1)N1CCOCC1	-5.3%	-1.8
104	Cn1c2ccccc2n2c(=O)c(=O)n(CC(=O)c3ccc(Cl)cc3)nc12	?	/
105	COC(=O)CCC(NC(=O)c1cc(-c2ccc3c(c2)OCCO3)oc1C)C(=O)OC (stereo not given)	-0.7%	-2.5
106	COCC(=O)N(Cc1cc2ccc(C)cc2[nH]c1=O)c1cccc(C)c1	?	/
107	CCC(=O)N1c2ccc(S(=O)(=O)CCC(=O)NCc3ccc4c(c3)OCO4)cc2CC1C (stereo not given)	11.1%	-10.1
108	CN(C(=O)c1cc2nc(-c3ccco3)cc(C(F)(F)F)n2n1)C1CCCCC1	-14.6%	-0.7
109	Cc1cc(N2CCCC2=O)ccc1S(=O)(=O)NCCOc1ccccc1	?	/
110	COc1ccc(C2C(C(=O)/C=C/c3ccco3)=C(O)C(=O)N2CCN2CCOCC2)cc1OC (stereo not given)	?	/
111	CSc1nc2ccc(S(=O)(=O)N3CCCCC3)cc2s1	?	/
112	O=C(O)c1nccnc1C(=O)Nc1ccc(Cl)cn1	?	/
113	O=C(COC(=O)/C=C/c1ccc(Br)o1)NC1CCCCC1	?	/
114	CCCc1cnc(N2CCN(C(=S)NC)CC2)nc1	?	/
115	COc1ccc(-c2cc(C(F)(F)F)n3nc(N)nc3n2)cc1	?	/
116	Cn1c(NNC(=O)/C=C/c2ccc3c(c2)OCO3)cc(=O)n(C)c1=O	?	/
117	O=C(COC(=O)CSc1ccc(Br)cc1)NCc1ccco1	5.1%	8.9
118	O=C(CO/N=C/c1ccc(OC(F)F)cc1)NC1CCCCCC1	?	/
119	CCc1cccc2c(C#N)cn(CC(=O)NCc3ccco3)c12	i	/
120	CCOC(=O)/C=C/[C@H]1CCc2cccc(C)c2O1	?	/

Remaining list, next part
cpd	molecule	S3 lipid droplet	S3 lipid droplet cell count max
121	O=C(c1ccc(Br)s1)N1CCN(Cc2ccc3c(c2)OCO3)CC1	?	/
122	CCOc1ccc(CCNC(=O)c2ccc3c(=O)n4c(nc3c2)CCCCC4)cc1	i	/
123	CN1CCN(c2ccc(NC(=O)c3ccc(-c4ccc(Cl)cc4)o3)cc2)CC1	?	/
124	Cc1ccccc1C(=NCCCN(C)C)c1ccccc1C	?	/

The list is partial (hit frequency here may not be typical).
